# Screening results as filed in PubChem.
# EPAC1 antagonist: EPAC1 (human) antagonism | O95398 | EPAC1 GEF assay, Rap1b-BODIPY-GDP exchange fluorescence | Potency, µM (doses to about 115 µM), inactives show at the top dose activity change, negative = inhibition, most hits filed as inhibitors | 360,000 tested, 0.14% active | AID 720709;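 also: potency is read from the fitted curve at half-maximal effect; plate controls were vehicle for no effect and positive control for full effect; nearly all actives have a fitted effect of over 50% in size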
# EPAC1 agonist: EPAC1 (human) agonism. EPAC1 agonist qHTS, biochemical assay; response scale: 100% = response to 6.5 mM cAMP. Potency, µM (top dose mostly 154 µM), without a hit: at the top dose activation, actives largely listed as activators. 360,000 tested, 0.073% active. AID 720707; also: potency is read from the fitted curve at half-maximal effect; nearly all actives have a fitted effect of over 60% in size
#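 Compounds were pinned as a concentration titration into mixtures of EPAC1 (100 nM), BODIPY-GDP-loaded Rap1B (250 nM) and GDP (50 uM). After 5 min at room temperature, fluorescence was followed for 30 min; activity was scaled to 6.5 mM cAMP.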
# CCT chaperon mod: changes cytosolic chaperonin activity | purified chaperonin ATPase assay, HTRF ADP detection, 30 min | activity change, % (no concentration beside the values), hits read low | 360,000 tested, 0.3% active; in the data active = activity change below about -30%; also: % is scaled to controls: 0 for no effect and ±100 for the full control effect
#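 ATPase activity: ADP formed was measured by HTRF Transcreener (665/615 nm ratio) after 30 min at 37 deg C with 10 uM ATP. Compounds screened at one 76 uM concentration against 40 or 20 nM TRiC in Tris pH 7.4/KCl/MgCl2/DTT buffer.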
# PLK1 PBD inh: blocks phosphopeptide binding to human PLK1 polo-box domain; P53350; Plk1 PBD binding of FITC phosphopeptide, fluorescence polarization; Potency, µM, for inactives: max response, negative = inhibition, most hits filed as inhibitors; 360,000 tested, 2.8% active; also: potency is read from the fitted curve at half-maximal effect; series mostly up to about 57 µM; % is scaled to controls: 0 for no effect and ±100 for the full control effect; nearly all actives have a fitted effect of over 65% in size
# Target sequence (P53350 whole entry, looked up, the tested form may be a part): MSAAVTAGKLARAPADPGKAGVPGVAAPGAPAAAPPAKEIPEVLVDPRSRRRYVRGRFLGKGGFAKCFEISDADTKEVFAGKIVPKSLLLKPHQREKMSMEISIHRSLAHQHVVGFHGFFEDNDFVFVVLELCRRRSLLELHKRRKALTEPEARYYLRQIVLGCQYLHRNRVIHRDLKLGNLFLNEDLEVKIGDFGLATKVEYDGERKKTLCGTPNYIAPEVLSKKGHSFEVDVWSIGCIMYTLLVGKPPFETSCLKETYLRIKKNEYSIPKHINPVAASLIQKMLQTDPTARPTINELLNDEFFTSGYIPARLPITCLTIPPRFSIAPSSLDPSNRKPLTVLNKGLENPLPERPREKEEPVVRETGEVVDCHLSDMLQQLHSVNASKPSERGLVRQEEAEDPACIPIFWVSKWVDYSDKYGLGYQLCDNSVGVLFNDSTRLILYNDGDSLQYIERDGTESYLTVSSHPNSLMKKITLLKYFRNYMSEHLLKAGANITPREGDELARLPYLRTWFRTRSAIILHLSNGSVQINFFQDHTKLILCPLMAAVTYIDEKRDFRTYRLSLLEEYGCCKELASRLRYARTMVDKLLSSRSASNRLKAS
# WRN helicase inh: WRN helicase (human) inhibition; Q14191; WRN helicase unwinding, fluorescent forked duplex, kinetic; Potency, µM (titrated, usually from 114 µM), for the others: at the highest dose activity change, negative = inhibition, hits mostly inhibitors; 360,000 tested, 0.46% active; AID 651768; also: potency is read from the fitted curve at half-maximal effect; % is scaled to controls: 0 for no effect and ±100 for the full control effect; nearly all actives have a fitted effect of over 55% in size
#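 Kinetic fluorescence helicase assay: unwinding of a quenched forked DNA duplex (100 nM final) with 2 mM ATP final raises red fluorescence (525/598 nm). Compounds sat 15 min at room temperature with 20 nM WRN beforehand.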
# PI5P4Ka inh: inhibitors of human PI5P4K alpha. PI5P4Kalpha enzyme, ADP-Glo luminescence, 60 min; active compounds read low. P48426. 330,000 tested, 1.2% active. max response, %; active = max response of -50% or lower; inconclusive = between -30% and -50%; inactive = -30% or higher; also: value at the top dose of about 77 µM; % is scaled to controls: 0 for no effect and ±100 for the full control effect
# Target sequence (P48426 whole entry, looked up): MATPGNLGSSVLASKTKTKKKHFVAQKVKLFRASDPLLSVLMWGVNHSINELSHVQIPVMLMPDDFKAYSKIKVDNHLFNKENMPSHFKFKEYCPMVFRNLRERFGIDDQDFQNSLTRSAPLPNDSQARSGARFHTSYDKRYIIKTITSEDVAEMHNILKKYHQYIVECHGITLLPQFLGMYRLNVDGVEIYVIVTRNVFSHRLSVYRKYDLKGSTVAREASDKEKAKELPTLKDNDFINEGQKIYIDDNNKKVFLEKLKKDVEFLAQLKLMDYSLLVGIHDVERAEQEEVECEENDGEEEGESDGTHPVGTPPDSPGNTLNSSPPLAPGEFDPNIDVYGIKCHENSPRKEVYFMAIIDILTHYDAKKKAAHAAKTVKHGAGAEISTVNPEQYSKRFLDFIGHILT
#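 qHTS, 1536-well: enzyme/substrate mix, compound by pin tool, 5 microM ATP final; RT 60 min; ADP-Glo reagents 1 (45 min) then 2 (30 min); luminescence.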
# EPAC2 antag: EPAC2 (human) antagonism; EPAC2 GEF exchange of Rap1B-BODIPY-GDP, fluorescence; Potency, µM (titrated, usually from 114 µM), for inactives: top-dose activity, negative = inhibition, most hits filed as inhibitors; 360,000 tested, 0.18% active; AID 720708; also: potency is read from the fitted curve at half-maximal effect; % is scaled to controls: 0 for no effect and ±100 for the full control effect; nearly all actives have a fitted effect of over 45% in size; many of its hits are not listed in these tables
# Mm-Cpn inhibitor: M. maripaludis TRiC chaperonin inhibition; 330,000 tested, 0.031% active; AID 504842; Potency, µM (top dose mostly 76.9 µM), for the others: at the highest dose activity, negative = inhibition, actives largely listed as inhibitors; purified Mm-Cpn ATPase, ADP Transcreener TR-FRET; also: potency is read from the fitted curve at half-maximal effect; % is scaled to controls: 0 for no effect and ±100 for the full control effect; nearly all actives have a fitted effect of over 80% in size
#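 Reaction buffer contained 30 mM Tris pH 7.4, 100 mM KCl, 5 mM MgCl2 and 1 mM DTT. Mm-CPN (25 nM final) hydrolysed 10 uM ATP over 30 min at 37°C; ADP was read by HTRF.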
# The depositor's hits bear a star; ? = inconclusive; . = no result given; [ ] = another dose, or the depositor's remark. Unless noted, calls follow the shape of the dose curve; as a rule, active = well fitted curve in the direction sought with a large enough effect; inconclusive = small, poorly fitted or top-dose-only effect, or another doubt; inactive = no such curve, though single readings can be large; an effect the other way counts as inactive or inconclusive.
SMILES,EPAC1 antagonist,EPAC1 agonist,CCT chaperon mod,PLK1 PBD inh,WRN helicase inh,PI5P4Ka inh,EPAC2 antag,Mm-Cpn inhibitor
CCOC(=O)c1c(-c2ccc(F)cc2)csc1NC(=O)CN1C(=O)NC2(CCCCC2C)C1=O (stereo not given),2%,-18%,-0.9,-2%,?,20,-2%,-4%
CO/N=C(\C(=O)N[C@@H]1C(=O)N2C(C(=O)O)=C(COC(N)=O)CS[C@H]12)c1ccco1,8%,-8%,-1.5,-24%,-35%,-2,13%,-1%
CC(Oc1cc2oc(=O)c3c(c2cc1Cl)CCCC3)C(=O)NCc1ccncc1 (stereo not given),-20%,-6%,0.1,-7%,-4%,-4,3%,-8%
COc1ccc(-c2cnc(C(O)c3ccc(-c4ccccc4)cc3)[nH]2)cc1 (stereo not given),-24%,11%,1.4,-4%,-5%,4,-18%,.
O=C(NCC1CCCO1)/C(=C\c1ccco1)NC(=O)c1ccccc1 (stereo not given),-12%,1%,1.8,-10%,-6%,-5,-4%,-4%
CCOc1cc(/C=C(\C#N)C(N)=O)ccc1OS(=O)(=O)c1ccccc1,3%,-10%,0.4,-12%,5%,-1,7%,1%
Cc1ccc(S(=O)(=O)NN2C(=O)/C(=C/c3ccc(C(=O)O)cc3)SC2=S)cc1,-29%,-6%,-1.4,-8%,-35%,-57*,7%,-1%
CCNS(=O)(=O)c1c(C)cc(N2CCCC2=O)cc1C,15%,2%,-0.7,-10%,-7%,-7,18%,0%
Cc1nn(C)c(C)c1NC(=O)CSc1nc(Cc2ccccc2)nc2c1cnn2-c1ccccc1,-4%,-3%,1.6,-8%,-14%,.,13%,.
CSc1ccc(/C=C/C(=O)OCC(=O)N2CCCCCC2)cc1,-7%,-3%,-0.5,3%,0%,-6,7%,0%
C[C@H](NC(=O)c1nc[nH]c1C(=O)N1CCNCC1)C(=O)OC(C)(C)C,0%,9%,1.6,-4%,-2%,-6,6%,-1%
COc1ccc(C(=O)Nc2cccc(/C(C)=N\NC(=O)c3ccoc3C)c2)cc1OC,-8%,0%,-1.6,-12%,6%,-8,-1%,1%
Cn1cc(Br)c(C(=O)N2CCCCCC2)n1,9%,-2%,1.2,-3%,10%,0,19%,1%
Cc1cn([C@H]2C[C@H](O)[C@@H](CCC(=O)NCCN3CCCCC3)O2)c(=O)[nH]c1=O,-5%,-12%,-0.6,-8%,8%,2,16%,1%
CCOC(=O)c1c(N)nn(C(=O)CC)c1-c1ccccc1,4%,-4%,0.9,?,8%,-3,0%,0%
CC(C)(C)n1nnnc1C(c1ccc(Cl)cc1)N(Cc1cccnc1)Cc1ccco1 (stereo not given),6%,19%,4.7,-8%,-21%,14,2%,-1%
NS(=O)(=O)c1cnccc1Nc1ccc(Cl)c(Cl)c1,-17%,-5%,-8.4,-11%,-2%,5,5%,2%
Cc1ccc(C(O)c2ncc(-c3ccccc3C)[nH]2)cc1F (stereo not given),-11%,-6%,-0.2,-3%,-5%,4,9%,.
N#Cc1cc([N+](=O)[O-])ccc1NCCCn1ccnc1,2%,4%,-1.9,-7%,5%,2,5%,2%
O=C(CN1C(=O)C2CC=CCC2C1=O)NCc1ccc2c(c1)OCO2 (stereo not given),-13%,11%,-5.3,-11%,-4%,-3,-1%,0%
CCN1C(=O)CC(C(=O)Nc2ccc(F)cc2)SC1=Nc1ccc2c(c1)OCO2 (stereo not given),-6%,0%,-8.0,-2%,-4%,?,0%[57.1 µM],1%
O=C(CNC(=O)c1ccc(Cl)cc1)OCC(=O)N1CCCC1,-16%,-14%,-2.3,-6%,12%,-5,13%,0%
COc1ccc(OC)c(/C=C/C(=O)NC2=NCCS2)c1,-9%,1%,-3.4,-7%,-8%,-8,-8%,-10%
COc1ccc(CC(N)c2csc(Nc3nccc(C(F)(F)F)n3)n2)cc1 (stereo not given),-12%,-8%,0.2,3%,1%[57.1 µM],12,10%,.
Cc1ccc(NC(=O)C2CCC(CNC(=O)[C@@H]3Cc4ccccc4CN3)CC2)c(C)c1 (stereo not given in full),-11%,6%,0.0,?,-16%,-4,2%,1%
Cc1ccc(S(=O)(=O)Nc2ccc3nc(C)oc3c2)cc1,-9%,3%,-4.3,-7%,2%,23,-1%,.
CN(CC(=O)NC1CCN(Cc2ccccc2)CC1)S(=O)(=O)c1ccc(Cl)s1,6%,-13%,0.9,3%,-6%,7,0%,0%
CC(C)Oc1ccc(C(=O)N2CCCc3ccccc32)cc1,-1%,8%,-4.2,-8%,2%,.,3%,1%
O=C(OCC(=O)N1CCc2ccccc21)c1ccc[n+]([O-])c1,7%,-3%,-1.2,-11%,1%,8,6%,-1%
O=C(COC(=O)c1ccc(CN2CCCC2=O)cc1)Nc1ccc(F)cc1,13%,1%,2.4,7%,6%,-3,5%,0%
Nc1cc(C(=O)O)ccc1Sc1ccccc1C(=O)O,-5%,6%,-1.9,11µM*,-3%,?,6%,1%
COc1cccc(NC(=O)c2sc3ncn(CC(=O)N4CCN(c5ccccn5)CC4)c(=O)c3c2C)c1,1%,12%,-1.7,13µM*,1%,-27,-3%,-1%
CN(C)S(=O)(=O)c1ccc(Cl)c(NC(=O)COC(=O)CCC2CCCCC2)c1,-7%,18%,-4.4,-9%,-28%,21,-11%,1%
N#CCC(=O)Nc1ccc(C(=O)Nc2cccc(S(=O)(=O)N3CCCC3)c2)cc1,4%,-15%,-1.6,1%,8%,-18,-6%,.
CC1OC(C2CCCCC2)Cc2[nH]c(=S)[nH]c(=O)c21 (stereo not given),-9%,4%,0.9,-11%,-2%,-9,2%,.
CCOC(=O)CSc1nnc(-c2ccccc2)c(-c2ccccc2)n1,-15%,23%,-0.1,-25%,-4%,1,-18%,-1%
CN(C)CCNc1ncnc2c1sc1nc(N3CCCC3)c3c(c12)CC(C)(C)OC3,-8%,4%,-0.9,-9%,-23%,1,-4%,-1%
COc1ccc(N(C(=O)CNC(=O)c2cccs2)C(C(=O)NC2CCCC2)c2ccncc2)cc1 (stereo not given),-16%,-10%,-0.7,-1%,10%,3,0%,2%
S=C(NCCOCCOCCNC(=S)Nc1ccccc1)Nc1ccccc1,13%,5%,0.5,-5%,-4%,-5,5%,4%
O=c1oc(-c2ccccc2NS(=O)(=O)c2ccc(Cl)cc2)nc2ccccc12,-4%,7%,-0.5,-21%,?,1,-4%,-13%

# 4 entries from above, tab-delimited:
SMILES	EPAC1 antagonist	EPAC1 agonist	CCT chaperon mod	PLK1 PBD inh	WRN helicase inh	PI5P4Ka inh	EPAC2 antag	Mm-Cpn inhibitor
O=C(CNC(=O)c1ccc(Cl)cc1)OCC(=O)N1CCCC1	-16%	-14%	-2.3	-6%	12%	-5	13%	0%
CC1OC(C2CCCCC2)Cc2[nH]c(=S)[nH]c(=O)c21 (stereo not given)	-9%	4%	0.9	-11%	-2%	-9	2%	.
O=C(OCC(=O)N1CCc2ccccc21)c1ccc[n+]([O-])c1	7%	-3%	-1.2	-11%	1%	8	6%	-1%
CN(CC(=O)NC1CCN(Cc2ccccc2)CC1)S(=O)(=O)c1ccc(Cl)s1	6%	-13%	0.9	3%	-6%	7	0%	0%

# The results go on.
SMILES,EPAC1 antagonist,EPAC1 agonist,CCT chaperon mod,PLK1 PBD inh,WRN helicase inh,PI5P4Ka inh,EPAC2 antag,Mm-Cpn inhibitor
Cc1ccc(NS(=O)(=O)c2ccc(C(=O)N3CCN(c4ccccn4)CC3)cc2)cc1,-3%,10%,-1.6,-5%,-6%,-9,-3%,2%
COc1ccc(NC(=O)CN2CCN(C(=S)NC3CCCC3)CC2)cc1,1%,-1%,0.9,5%,-17%,3,2%,-9%
CCN(CC)Cc1c(O)ccc2c(=O)c(-c3ccccc3OC)coc12,-18%,0%,-1.3,-9%,-25%,1,1%,-4%
Cc1nc2ccc(NS(=O)(=O)c3ccccc3Cl)cc2s1,-3%,-6%,1.2,?,9%,-3,1%,-3%
C=CCOc1ccccc1CN1CCC(n2nccc2NC(=O)C2CC2)CC1,0%,13%,0.1,-7%,-13%,8,-17%,1%
CCOc1ccccc1NC(=O)Cn1ncc2ccc([N+](=O)[O-])cc21,-12%,8%,-1.8,-5%,1%,4,-14%,2%
O=C1CC2CS(=O)(=O)CC2N1c1ccc(Oc2ccccc2)cc1 (stereo not given),7%,-2%,0.0,-8%,-8%,-2,4%,2%
CCN1/C(=C2\OC(=S)N(C)C2=O)Sc2ccccc21,7%,-2%,-0.4,-8%,3%[57.1 µM],-5,9%,-5%
CC1=C(C(=O)OC2CCCC2)C(c2coc3ccccc3c2=O)C2=C(CCCC2=O)N1 (stereo not given),-7%,-4%,-1.0,3%,-4%,0,-4%,0%
COc1ccc(NC(=O)c2sc(-c3ccccc3)nc2C)c(OC)c1,-8%,4%,-1.0,3%,2%,-6,10%,-6%
S=c1[nH]c2cc(-c3ccccc3)ccc2o1,6%,1%,1.0,?,9%,?,0%,-2%
CC(OC(=O)c1cc(S(=O)(=O)N(C)C)ccc1N1CCCC1)C(=O)NCc1ccccc1 (stereo not given),4%,-14%,-0.4,4%,0%,3,3%,1%
Cc1nc(Cc2nnc(SCC(=O)N3CCN(c4ccc(F)cc4)CC3)o2)cs1,-14%,-4%,0.0,-3%,-7%,4,3%,1%
O=C(Nc1ccc(OC(F)F)cc1)c1ccccn1,-8%,2%,-0.2,-4%,-3%,-2,-3%,3%
CO[C@H]1O[C@H](C)[C@@H](O)C[C@H]1NC(=O)OCc1ccccc1,-1%,2%,-0.4,0%,1%,-1,1%,0%
CCc1ccc2c(c1)c1nnc(NN)nc1n2C,3%,-13%,-0.5,-3%,2%,-5,-3%,-3%
Cc1ccc(OCCC(=O)OCC(=O)Nc2ccc3c(c2)OCCO3)cc1,-10%,-10%,-2.3,4%,-8%,-4,-12%,1%
Cc1cc(C(=O)CN2C(=O)NC3(CCCc4ccccc43)C2=O)c(C)n1C (stereo not given),13%,-3%,-4.0,-10%,-9%,-6,-1%,1%
O=C1Nc2ccccc2C1=Nc1cccc([N+](=O)[O-])c1,-5%,-1%,1.7,-14%,-12%,?,7%,3%
Cc1ccc2c(c1)NC(=O)C(CC(=O)NCCCN1CCCC1=O)O2 (stereo not given),-9%,3%,-1.6,30µM*,-1%,5,-6%,0%
COC(=O)c1cccc(NC(=O)CN2CCOCC2)c1,12%,-6%,1.9,0%,-4%,.,7%,-3%
Nc1nc2n(n1)C(c1cccs1)CC(c1ccc(Br)cc1)N2 (stereo not given),-3%,-2%,-3.2,-10%,1%,.,-3%,0%

# These rows are one share of the data, so the mix of outcomes need not match the whole.
